Source: PubChem BioAssay (National Center for Advancing Translational Sciences (NCATS))
EPAC1 agonist – qHTS for Agonist of cAMP-regulated guanine nucleotide exchange factor 3 (EPAC1): primary screen. 360,000 tested, 0.073% active. Rap guanine nucleotide exchange factor 3 (Homo sapiens), O95398. Potency, µM (titrated, usually from 154 µM), for the others: top-dose activation, actives largely listed as activators. EPAC1 agonist qHTS, biochemical assay; response scale: 100% = response to 6.5 mM cAMP. AID 720707, 2013; further: potency means the concentration at half of the fitted maximal effect; nearly all actives have a fitted effect of over 60% in size
Target sequence (O95398 whole entry, looked up): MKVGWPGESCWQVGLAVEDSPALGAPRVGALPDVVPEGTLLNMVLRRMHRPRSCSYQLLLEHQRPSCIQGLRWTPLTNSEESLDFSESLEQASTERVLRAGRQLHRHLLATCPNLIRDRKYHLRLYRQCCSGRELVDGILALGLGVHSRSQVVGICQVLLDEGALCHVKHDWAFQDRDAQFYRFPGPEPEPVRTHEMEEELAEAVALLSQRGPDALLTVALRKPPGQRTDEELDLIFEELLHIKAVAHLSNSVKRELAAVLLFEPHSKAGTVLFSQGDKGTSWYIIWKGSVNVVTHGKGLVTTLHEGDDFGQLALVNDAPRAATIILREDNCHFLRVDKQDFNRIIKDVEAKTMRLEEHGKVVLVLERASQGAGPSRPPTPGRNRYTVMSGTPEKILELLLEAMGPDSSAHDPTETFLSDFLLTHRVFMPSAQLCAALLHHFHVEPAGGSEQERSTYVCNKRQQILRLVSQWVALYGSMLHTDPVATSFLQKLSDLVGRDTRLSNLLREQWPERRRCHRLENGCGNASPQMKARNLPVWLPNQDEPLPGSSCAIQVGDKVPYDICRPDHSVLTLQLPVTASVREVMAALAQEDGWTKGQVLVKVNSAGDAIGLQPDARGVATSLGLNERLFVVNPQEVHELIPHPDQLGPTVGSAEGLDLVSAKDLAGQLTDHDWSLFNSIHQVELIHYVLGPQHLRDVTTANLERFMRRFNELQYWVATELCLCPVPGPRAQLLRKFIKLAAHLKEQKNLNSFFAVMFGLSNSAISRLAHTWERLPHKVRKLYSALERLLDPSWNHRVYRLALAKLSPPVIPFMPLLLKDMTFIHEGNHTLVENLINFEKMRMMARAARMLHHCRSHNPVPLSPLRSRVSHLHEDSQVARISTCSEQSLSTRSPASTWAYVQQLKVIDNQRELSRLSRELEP
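Read-out is the fluorescence drop as BODIPY-GDP leaves Rap1B (480 nm excitation, 540 nm emission), recorded every 5 minutes over 30 minutes. Reactions held 100 nM EPAC1, 250 nM Rap1B–BODIPY-GDP and 50 uM GDP, with 6.5 mM cAMP setting full activation.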
FUS yeast rescue – qHTS for Suppressors of FUS Proteinopathy: Primary screen using FUS-linked yeast assay | 390,000 tested, 0.24% active | AID 1347120, 2019 | Potency, µM (doses to about 76.6 µM), for inactives: at the highest dose growth rescue (activation), actives largely listed as activators | S. cerevisiae FUS-expressing, growth rescue, OD600, 24 h;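 further: potency means the concentration at half of the fitted maximal effect; plate controls were DMSO vehicle for no effect and reference control for full effect; nearly all actives have a fitted effect of over 55% in size; some results filed as inactive show a strong effect at the top dose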
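Read-out: OD at 600 nm after 24hr at 30C, reporting rescue of FUS-induced yeast toxicity. Cells at OD 0.005 in galactose (2%) minimal medium; compounds tested in a dilution series; CP55940 titration from 92uM final as control.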
EPAC1 antagonist – qHTS for Antagonist of cAMP-regulated guanine nucleotide exchange factor 3 (EPAC1): primary screen | Rap guanine nucleotide exchange factor 3 (Homo sapiens), O95398 | EPAC1 GEF assay, Rap1b-BODIPY-GDP exchange fluorescence | Potency, µM (highest dose often 115 µM), inactives show top-dose activity change, negative = inhibition, usual class: inhibitors | 360,000 tested, 0.14% active | AID 720709, 2013;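 further: potency means the concentration at half of the fitted maximal effect; plate controls were vehicle for no effect and positive control for full effect; nearly all actives have a fitted effect of over 50% in size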
PLK1 PBD inh – qHTS for Inhibitors of PLK1-PDB (polo-like kinase 1 - polo-box domain): Primary Screen. Plk1 PBD binding of FITC phosphopeptide, fluorescence polarization. 360,000 tested, 2.8% active. Potency, µM, for inactives: max response, negative = inhibition, usual class: inhibitors; further: potency means the concentration at half of the fitted maximal effect; series mostly up to about 57 µM; on the % scale 0 is the no-effect control and ±100 the full control effect; nearly all actives have a fitted effect of over 65% in size
PI5P4Ka inh – qHTS for Inhibitors of phosphatidylinositol 5-phosphate 4-kinase (PI5P4K); 330,000 tested, 1.2% active; Phosphatidylinositol 5-phosphate 4-kinase type-2 alpha (Homo sapiens), P48426; PI5P4Kalpha enzyme, ADP-Glo luminescence, 60 min; active compounds read low; max response, %; AID 652105, 2013; active means max response of -50% or lower; inconclusive means between -30% and -50%; inactive means -30% or higher; further: value at the top dose of about 77 µM; on the % scale 0 is the no-effect control and ±100 the full control effect
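Enzyme plus substrate dispensed, test compounds pinned in, then ATP (5 microM final) added. After 60 min at RT, ADP-Glo reagent 1 for 45 min and reagent 2 for 30 min preceded luminescence imaging.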
IL-2 act – qHTS of IL-2 Activators; IL-2 activation reporter assay, cell-based qHTS; stimulated with anti-CD3/CD4/CD28 beads; in transgenic mouse T cells; activation, % (series mostly up to about 46 µM); 360,000 tested, 0.065% active; in the data active means activation above about 50%; inconclusive means mostly about 30% to 49%; further: 0% is about no effect
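First, unstimulated transgenic mouse T cells were exposed to compound for 60 min. Next, anti-CD3/anti-CD4-coated beads with anti-CD28 were added. Finally, after 18 h at 37 degrees C, EGFP and DsRed were imaged.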
Abeta rescue – qHTS for compounds that reverse cellular toxicity of Amyloid beta (A-beta) peptide in yeast: Primary Screen; yeast expressing A-beta42, growth rescue, OD600, 48 h; response scale: 0% DMSO, 100% iron-clioquinol control; Potency, µM (doses to about 46.1 µM), inactives show at the highest dose growth rescue, most hits filed as activators; 410,000 tested, 0.063% active; further: potency means the concentration at half of the fitted maximal effect; nearly all actives have a fitted effect of over 55% in size
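Yeast A-beta toxicity model in growth medium with pinned compounds, 48 h at 30 C; growth read as absorbance at 600 nm. Normalized to FeCl3/clioquinol equimolar mix (positive) and DMSO (negative).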
WRN helicase inh – qHTS for Inhibitors of WRN Helicase; WRN helicase unwinding, fluorescent forked duplex, kinetic; 360,000 tested, 0.46% active; AID 651768, 2012; Bifunctional 3'-5' exonuclease/ATP-dependent helicase WRN (Homo sapiens), Q14191; Potency, µM (top dose mostly 114 µM), inactives show top-dose activity change, negative = inhibition, hits mostly inhibitors; further: potency means the concentration at half of the fitted maximal effect; on the % scale 0 is the no-effect control and ±100 the full control effect; nearly all actives have a fitted effect of over 55% in size
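Kinetic red-fluorescence monitoring (525/598 nm) tracks WRN helicase activity after 100 nM fluorophore-quencher forked duplex and 2 mM ATP are added to 20 nM enzyme pretreated 15 min at room temperature with compound.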
An asterisk follows results filed as active; & = joins results of further samples; [ ] = another dose, or the depositor's remark. Unless noted, the call rests on the fitted dose curve; in most records, active means well fitted curve in the direction sought with a large enough effect; inconclusive means small, poorly fitted or top-dose-only effect, or another doubt; inactive means no such curve, though single readings can be large; an effect the other way counts as inactive or inconclusive.

The first two compounds (preview)
Screening CCc1ccc(CN2CCN(S(=O)(=O)Cc3ccccc3)CC2)cc1 returned EPAC1 agonist 7%, FUS yeast rescue 33%, EPAC1 antagonist -2%, PLK1 PBD inh -6%, IL-2 act -3.0, Abeta rescue 12% and WRN helicase inh -3%.
CCOc1cc(S(=O)(=O)NCCCN2CCOCC2)ccc1F was read as EPAC1 agonist -4%, FUS yeast rescue -4%, EPAC1 antagonist 4%, PLK1 PBD inh 2%, PI5P4Ka inh 7, IL-2 act 0.6, Abeta rescue 25% and WRN helicase inh 0%.

All compounds of this part, from the start:
Screening CCc1ccc(CN2CCN(S(=O)(=O)Cc3ccccc3)CC2)cc1 returned EPAC1 agonist 7%, FUS yeast rescue 33%, EPAC1 antagonist -2%, PLK1 PBD inh -6%, IL-2 act -3.0, Abeta rescue 12% and WRN helicase inh -3%.
CCOc1cc(S(=O)(=O)NCCCN2CCOCC2)ccc1F was read as EPAC1 agonist -4%, FUS yeast rescue -4%, EPAC1 antagonist 4%, PLK1 PBD inh 2%, PI5P4Ka inh 7, IL-2 act 0.6, Abeta rescue 25% and WRN helicase inh 0%.
CCOc1cc(/C=N/N=C(\N)c2nonc2N)cc(Br)c1OCc1cccc2ccccc12 was read as EPAC1 agonist -14%, FUS yeast rescue -14%, EPAC1 antagonist -4%, PLK1 PBD inh -14%, PI5P4Ka inh 3, IL-2 act -0.5, Abeta rescue -3% and WRN helicase inh 1%.
COc1ccc(NC(=S)NCc2ccc3c(c2)cc(C)n3C)cc1 was read as EPAC1 agonist -4%, FUS yeast rescue 36%, EPAC1 antagonist inconclusive, PLK1 PBD inh -15%, PI5P4Ka inh -12, IL-2 act -2.8, Abeta rescue 2% and WRN helicase inh -25%.
Screening COC(=O)CSc1nc(SC)nc2c1sc1nc(-c3ccco3)c3c(c12)CC(C)(C)OC3 returned EPAC1 agonist 14%, FUS yeast rescue 3%, EPAC1 antagonist -11%, PLK1 PBD inh -11%, PI5P4Ka inh -7, IL-2 act -1.4, Abeta rescue -5% and WRN helicase inh 3%.
For Cc1cc(Nc2cccc(C(F)(F)F)c2)n2nc(C)nc2n1 the results were EPAC1 agonist -2%, FUS yeast rescue -15%, EPAC1 antagonist 2%, PLK1 PBD inh -5%, PI5P4Ka inh 1, IL-2 act -1.0, Abeta rescue 24% and WRN helicase inh -3%.
Screening CC(=O)Nc1ccc(C(=O)Nc2cccc(S(=O)(=O)NC3=NCCC3)c2)cc1 returned EPAC1 agonist 4%, FUS yeast rescue 7%, EPAC1 antagonist -7%, PLK1 PBD inh -2%, PI5P4Ka inh 0, IL-2 act -0.5, Abeta rescue -12% and WRN helicase inh -3%.
Cc1cccc(N2CC(C(=O)NCC3COc4ccccc4O3)CC2=O)c1C (stereo not given) was read as EPAC1 agonist -5%, FUS yeast rescue 4%, EPAC1 antagonist 1%, PLK1 PBD inh 0%, PI5P4Ka inh -3, IL-2 act 1.2, Abeta rescue 3% and WRN helicase inh -3%[11.6 µM].
Screening COc1ccc(NS(=O)(=O)c2cc(C)ccc2NC(=O)c2cc(C)oc2C)cc1 returned EPAC1 agonist 14%, FUS yeast rescue 24%, EPAC1 antagonist -3%, PLK1 PBD inh -2%, PI5P4Ka inh 1, IL-2 act -0.4, Abeta rescue -5% and WRN helicase inh -14%.
CCCC(=O)N1CCC1(C)C(=O)Nc1ccccn1 (stereo not given) was read as EPAC1 agonist -11%, FUS yeast rescue -10%, EPAC1 antagonist -10%, PLK1 PBD inh -5%, PI5P4Ka inh -8, IL-2 act -0.2, Abeta rescue -10% and WRN helicase inh 9%[57.1 µM].
`NC(N)=NN=C1CCCCCCCCCCC1` gave EPAC1 agonist -8%, FUS yeast rescue 12%, EPAC1 antagonist -13%, PLK1 PBD inh 1%, PI5P4Ka inh -1, IL-2 act -3.2, Abeta rescue -8% and WRN helicase inh 11%.
Screening CCOC(=O)c1sc(NC(=O)C(CC)Sc2nccn2C)nc1C (stereo not given) returned EPAC1 agonist 13%, FUS yeast rescue -7%, EPAC1 antagonist -3%, PLK1 PBD inh -2%, IL-2 act -0.1, Abeta rescue 14% and WRN helicase inh -9%[57.1 µM].
`O=C(c1ccc2ccccc2n1)N1CCN(S(=O)(=O)c2ccc(Cl)cc2)CC1` gave EPAC1 agonist 5%, FUS yeast rescue 32%, EPAC1 antagonist -10%, PLK1 PBD inh -3%, PI5P4Ka inh -5, IL-2 act 0.0, Abeta rescue 0% and WRN helicase inh -27%.
For O=C(Cc1ccc(Cl)cc1Cl)Nc1ccncc1 the results were EPAC1 agonist -21%, FUS yeast rescue 1%, EPAC1 antagonist -1%, PLK1 PBD inh -5%, PI5P4Ka inh -1, IL-2 act -4.6, Abeta rescue 7% and WRN helicase inh -10%.
For COc1ccc(NC(=O)CCCSc2nc(-c3ccco3)cc(C(F)(F)F)n2)cc1OC the results were EPAC1 agonist -7%, FUS yeast rescue inconclusive, EPAC1 antagonist -9%, PLK1 PBD inh -6%, PI5P4Ka inh 4, IL-2 act -0.4, Abeta rescue 0%&0% and WRN helicase inh -5%.
CN1CCC2CC1c1cc(-c3ccc(C(F)(F)F)cc3)ccc12 (stereo not given) was read as EPAC1 agonist -5%, FUS yeast rescue -17%, EPAC1 antagonist -2%, PLK1 PBD inh -8%, PI5P4Ka inh 15, IL-2 act 0.2, Abeta rescue -12% and WRN helicase inh 0%.
Screening COc1ccc(/C=N/NC(=O)c2ccncc2)c(C(=O)O)c1OC returned EPAC1 agonist 5%, FUS yeast rescue 15%, EPAC1 antagonist -7%, PLK1 PBD inh 7%, PI5P4Ka inh 1, IL-2 act 0.1, Abeta rescue 15% and WRN helicase inh -3%.
Screening CC(=O)c1cccc(N=Nc2c(-c3ccccc3)[nH]n(-c3ccccc3)c2=O)c1 returned EPAC1 agonist 5%, FUS yeast rescue -12%, EPAC1 antagonist 3%, PLK1 PBD inh 24µM*, PI5P4Ka inh -2, IL-2 act 1.3, Abeta rescue 6% and WRN helicase inh 5%[57.1 µM].
COc1c(N2CCN(C(=S)Nc3ccccc3F)C(C)C2)c(F)cc2c(=O)c(C(=O)O)cn(C3CC3)c12 (stereo not given) was read as EPAC1 agonist 7%, FUS yeast rescue 29%, EPAC1 antagonist 10%, PLK1 PBD inh -10%, PI5P4Ka inh -2, IL-2 act 0.5, Abeta rescue -12% and WRN helicase inh 6%.
For CCN(CC)C(=O)c1sc(NC(=O)c2ccc3c(c2)OCO3)c(C(N)=O)c1C the results were EPAC1 agonist -13%, FUS yeast rescue 14%, EPAC1 antagonist -8%, PLK1 PBD inh -18%, PI5P4Ka inh -24, IL-2 act -0.7, Abeta rescue 15% and WRN helicase inh -31%.
For Cc1cc(N2C(=O)C(O)=C(C(=O)c3ccco3)C2c2cccc(O)c2)no1 (stereo not given) the results were EPAC1 agonist 9%, FUS yeast rescue 6%, EPAC1 antagonist -17%, PLK1 PBD inh inconclusive, PI5P4Ka inh 0, IL-2 act 2.0, Abeta rescue 20% and WRN helicase inh 2%.
Cc1cc(C)cc(N(CC(=O)NCc2ccccc2)C(=O)CCC(=O)Nc2ccccn2)c1 was read as EPAC1 agonist -7%, FUS yeast rescue -1%, EPAC1 antagonist 10%, PLK1 PBD inh 1%, PI5P4Ka inh -5, IL-2 act -0.8, Abeta rescue 8% and WRN helicase inh -2%.
For c1ccc(-c2ncc(CN3CCN(c4ccccn4)CC3)[nH]2)cc1 the results were EPAC1 agonist -1%, FUS yeast rescue 12%, EPAC1 antagonist -8%, PLK1 PBD inh 2%, PI5P4Ka inh 1, IL-2 act -0.3, Abeta rescue -5% and WRN helicase inh 1%.
CCN(CC)Cc1cc(C(C)=O)ccc1OCC(C)C was read as EPAC1 agonist 2%, EPAC1 antagonist -11%, PLK1 PBD inh -25%, PI5P4Ka inh 12, IL-2 act -0.1, Abeta rescue 15% and WRN helicase inh -6%.
Screening Cc1ccc(S(=O)(=O)N(C)C)cc1NC(=O)c1cccs1 returned EPAC1 agonist -4%, FUS yeast rescue 5%, EPAC1 antagonist 10%, PLK1 PBD inh 1%, PI5P4Ka inh 1, IL-2 act 0.5, Abeta rescue -5% and WRN helicase inh 6%.
C=CCN(Cc1nc(-c2cc(OC)ccc2OC)oc1C)C1CCS(=O)(=O)C1 (stereo not given) was read as EPAC1 agonist -1%, FUS yeast rescue 7%, EPAC1 antagonist 4%, PLK1 PBD inh -1%, PI5P4Ka inh 8, IL-2 act 5.8, Abeta rescue 5% and WRN helicase inh 1%.
For COCCN(C(=O)CC1CCCCC1)c1c(N)n(CC(C)C)c(=O)[nH]c1=O the results were EPAC1 agonist -3%, FUS yeast rescue 9%, EPAC1 antagonist 2%, PLK1 PBD inh -18%, PI5P4Ka inh 3, IL-2 act -0.7, Abeta rescue -9% and WRN helicase inh 1%.
`CC(C)C[C@H](NC(=O)N1CC(=O)Nc2ccccc21)C(=O)N1CCC(C(=O)O)CC1` gave EPAC1 agonist 14%, FUS yeast rescue -7%, EPAC1 antagonist 9%, PLK1 PBD inh -5%, PI5P4Ka inh 9, IL-2 act 1.7, Abeta rescue 8% and WRN helicase inh -7%.
Cc1ccc(S(=O)(=O)c2nc(-c3ccccc3F)oc2N2CC(C)OC(C)C2)cc1 (stereo not given) was read as EPAC1 agonist 10%, FUS yeast rescue 23%, EPAC1 antagonist -5%, PLK1 PBD inh -6%, PI5P4Ka inh -5, IL-2 act 0.6, Abeta rescue -11% and WRN helicase inh -2%.
CC1CN(C(=S)NC2CCCC2)CC(C)O1 (stereo not given) was read as EPAC1 agonist 9%, FUS yeast rescue 3%, EPAC1 antagonist -4%, PLK1 PBD inh -9%, PI5P4Ka inh -6, IL-2 act -1.6, Abeta rescue 7% and WRN helicase inh 6%.
Screening c1ccc(-c2nn3c(Cn4nnc5ccccc54)nnc3s2)cc1 returned EPAC1 agonist 1%, FUS yeast rescue -4%, EPAC1 antagonist 8%, PLK1 PBD inh 13µM*, IL-2 act -2.3, Abeta rescue -1% and WRN helicase inh 156%[activator].

Rows were taken by chance; about 4.1% have a hit in one of these screens.
